Source: PubChem (National Center for Advancing Translational Sciences (NCATS))
HCV inhibitor: qHTS Assay for Inhibitors of Hepatitis C Virus (HCV); Huh7.5.1 HCVcc-Cre infection, luciferase reporter, 44 h; Potency, µM (series often up to 41.8 µM), without a hit: top-dose activity change, negative = inhibition, hits mostly inhibitors; 3.4% of 340,000 active; further: potency means the concentration at half of the fitted maximal effect
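Cells seeded at 1,000/well and cultured 4 h, then compounds added followed by HCVcc-Cre virus (~0.5 moi). After 44 h further culture, luciferase substrate was added, plates held 15 min at room temperature, and luminescence read for 15 sec.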
HCMV inh: qHTS Assay for inhibitors of the human cytomegalovirus (HCMV); HFF cells, HCMV-luciferase reporter, 72 h; active compounds read low; activity change, negative = inhibition, % at 57.5 µM; 4.5% of 410,000 active; AID 1259415, 2018; in the data active means activity change below about -60%; inconclusive means no clear call, values can overlap the other calls; inactive means above about -39%
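Compounds were evaluated in HFFs infected with an HCMV luciferase reporter virus (MOI 1 PFU/cell). Luciferase in lysates collected 72 h post infection served as the replication measure.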
AmpC inh detg: qHTS Inhibitors of AmpC Beta-Lactamase (assay with detergent) | 0.041% of 370,000 active | AmpC hydrolysis of nitrocefin, absorbance 480 nm, 0.01% Triton | Potency, µM (highest dose often 114 µM), inactives show at the top dose activity change, negative = inhibition, hits mostly inhibitors;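 further: potency means the concentration at half of the fitted maximal effect; 0% = no-compound wells and -100% = no-enzyme wells; nearly all actives have a fitted effect of over 25% in size; some results filed as inactive show a strong effect at the top dose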
Target sequence (P00811 whole entry, looked up): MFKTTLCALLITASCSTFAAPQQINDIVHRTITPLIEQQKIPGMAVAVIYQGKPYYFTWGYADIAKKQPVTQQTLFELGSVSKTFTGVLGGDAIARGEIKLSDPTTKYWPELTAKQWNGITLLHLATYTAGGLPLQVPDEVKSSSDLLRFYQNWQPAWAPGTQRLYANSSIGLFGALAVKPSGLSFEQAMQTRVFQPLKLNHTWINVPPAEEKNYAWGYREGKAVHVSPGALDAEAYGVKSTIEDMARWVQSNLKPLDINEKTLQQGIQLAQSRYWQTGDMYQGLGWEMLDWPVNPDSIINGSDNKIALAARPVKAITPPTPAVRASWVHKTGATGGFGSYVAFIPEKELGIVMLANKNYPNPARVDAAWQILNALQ
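20 mM phosphate pH 7.0 + 0.01% (detergent screen) or 0.0001% Triton X-100; 5.3 nM AmpC reagent; cpd preinc 15 min RT; nitrocefin (800 uM stock) to start; A480 q20 s × 4 min; Activity was normalised to no-enzyme and no-compound control wells.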
LmPK inhibitor: qHTS Assay for Inhibitors of Leishmania Mexicana Pyruvate Kinase (LmPK); Q27686; purified LmPK, Kinase-Glo ATP luminescence, 1 h; Potency, µM (highest dose often 57.5 µM), without a hit: at the highest dose activity change, negative = inhibition, usual class: inhibitors; 0.37% of 290,000 active; AID 1721, 2009; further: potency means the concentration at half of the fitted maximal effect
Target sequence (Q27686 whole entry, looked up): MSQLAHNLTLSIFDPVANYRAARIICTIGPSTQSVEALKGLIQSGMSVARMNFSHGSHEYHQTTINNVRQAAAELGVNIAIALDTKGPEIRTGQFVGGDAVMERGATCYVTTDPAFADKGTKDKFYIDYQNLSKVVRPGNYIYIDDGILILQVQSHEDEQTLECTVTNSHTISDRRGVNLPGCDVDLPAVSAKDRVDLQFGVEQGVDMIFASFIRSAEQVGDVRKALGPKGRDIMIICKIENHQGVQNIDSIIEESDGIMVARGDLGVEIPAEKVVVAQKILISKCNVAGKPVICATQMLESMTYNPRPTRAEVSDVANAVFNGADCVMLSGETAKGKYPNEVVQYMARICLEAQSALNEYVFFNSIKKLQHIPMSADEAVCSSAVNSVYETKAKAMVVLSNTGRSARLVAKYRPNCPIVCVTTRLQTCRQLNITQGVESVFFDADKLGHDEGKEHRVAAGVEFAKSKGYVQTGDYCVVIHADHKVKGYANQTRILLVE
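qHTS format; LmPK 0.1 nM; substrates PEP 0.5 mM and ADP 0.1 mM. One-hour room-temperature incubation, then coupled luciferase luminescence; 0.5 nM enzyme wells mark activation.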
TbPYK inhibitor: qHTS of Trypanosoma Brucei Inhibitors; pyruvate kinase (Trypanosoma brucei), Q57TT1; TbPYK enzyme, Kinase-Glo Plus ATP luminescence, 45 min; Potency, µM (series often up to 76.8 µM), for inactives: top-dose activity, negative = inhibition, usual class: inhibitors; AID 624173, 2012; 0.12% of 410,000 active; further: potency means the concentration at half of the fitted maximal effect; nearly all actives have a fitted effect of over 50% in size
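Screened from lowest to highest concentration, compounds were pinned into TbPYK/substrate mixtures, and ADP (130 uM final) was added. Plates sat at room temperature for 45 min prior to Kinase-Glo Plus detection by luminescence.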
AMA1 RON2 block: qHTS for Inhibitors of AMA1-RON; Towards Development of Antimalarial Drug Lead: Primary Screen. Plasmodium falciparum AMA1 (3D7) - RON2 peptide interaction. AlphaScreen AMA1-biotinylated RON2 peptide binding. Potency, µM (series often up to 58.2 µM), for inactives: at the top dose activity change, negative = inhibition, actives largely listed as inhibitors. 0.2% of 360,000 active. AID 720542, 2013;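 further: potency means the concentration at half of the fitted maximal effect; 0% = vehicle wells and -100% = peptide control; nearly all actives have a fitted effect of over 45% in size; some results filed as inactive show a strong effect at the top dose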
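AMA1 (3D7) with his tag at 25 nM final met compounds first, then biotinylated RON2 peptide at 25 nM; detection used donor plus acceptor beads, 10 µg/mL apiece, read by AlphaScreen after 30 min at room temperature.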
AmpC no deterg: qHTS Inhibitors of AmpC Beta-Lactamase (assay without detergent). AID 485341, 2010. P00811. 0.52% of 330,000 active. Potency, µM (doses to about 57.1 µM), without a hit: at the top dose activity change, negative = inhibition, most hits filed as inhibitors. AmpC nitrocefin hydrolysis, absorbance 480 nm, 0.0001% Triton;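 further: potency means the concentration at half of the fitted maximal effect; plate controls were no compound for no effect and no enzyme for full effect; nearly all actives have a fitted effect of over 20% in size; some results filed as inactive show a strong effect at the top dose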
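20 mM phosphate pH 7.0 + 0.01% (detergent screen) or 0.0001% Triton X-100; 5.3 nM AmpC reagent; cpd preinc 15 min RT; nitrocefin (800 uM stock) to start; A480 q20 s × 4 min; Activity was normalised to no-enzyme and no-compound control wells.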
Active calls of the source: *; ? = inconclusive; / = not tested or not shown; [ ] = remark or other dose. Unless noted, the call rests on the fitted dose curve; in most records, active means well fitted curve in the direction sought with a large enough effect; inconclusive means small, poorly fitted or top-dose-only effect, or another doubt; inactive means no such curve, though single readings can be large; an effect the other way counts as inactive or inconclusive. Unless noted, on the % scale 0 is the no-effect control and ±100 the full control effect.

SMILES | HCV inhibitor | HCMV inh | AmpC inh detg | LmPK inhibitor | TbPYK inhibitor | AMA1 RON2 block | AmpC no deterg
CC(NC(=O)NC(N)=O)(C(F)(F)F)C(F)(F)F | 11% | -29 | -7% | 5% | 0% | 6% | -9%
Clc1ccc(C(CCN2CCCC2)Cc2ccccc2)cc1 (configuration not stated) | ? | 28 | 1% | -3% | 0% | -28% | 33%
CCc1nnc2n1N=C(c1cccc([N+](=O)[O-])c1)CS2 | 12% | 51 | -6% | -1% | 1% | 0% | 1%
CNC(=O)COC(=O)/C=C/c1nc2ccccc2s1 | 22% | -23 | ? | -2% | 1% | 10% | -15%
CCCNC1=C(C)C(=O)C2=C(C1=O)C(COC(N)=O)[C@]1(OC)C3NC3CN21 (some centres not stated) | ? | -69* | -5% | -5% | 1% | -20% | 2%
O=C(NCCCN1CCCC1=O)c1c(O)nc2ccccn2c1=O | -9% | 74 | -14% | 1% | -5% | 1% | -11%
CCOc1ccc(/C(O)=C2/C(=O)C(=O)N(CCN(CC)CC)C2c2cccs2)cc1 (configuration not stated) | 0% | 37 | ? | 3% | -6% | 1% | 18%
CSc1ncccc1C(=O)NC1CCCCCCC1 | 12% | -1 | -8% | -5% | 2% | 2% | -4%
Cc1scc(C(=O)NNC(=S)NCC2CCCO2)c1-c1ccccc1 (configuration not stated) | 12% | -62* | ? | 1% | -15% | 54%[activator][2.32 µM] | -4%
CSCCC(NC(=O)C1CCC(C)CC1)C(=O)NCc1ccco1 (configuration not stated) | 23% | 6 | 1% | -13% | -5% | 1% | -9%
O=C1NC(=O)C(=Cc2ccc(N3CCOCC3)o2)C(=O)N1 | 19% | -1 | -9% | -1% | -10% | 10% | -15%
COc1ccc(OC)c(C2CC(=O)c3c([nH]c(C(=O)OCc4ccc(C)cc4)c3C)C2)c1 (configuration not stated) | / | -28 | -10% | / | 6% | / | /
CN(C)C(=O)CNC(=O)C1CCCCC1 | 10% | 39 | ? | 2% | 5% | 0% | -10%
Cc1ccc(NC(=S)Nc2cccc3ccccc23)cc1 | -6% | 27 | -6% | -5% | -3% | 60%[activator] | -44%
Cc1nnc(SCCn2c(N3CCC(Cc4ccccc4)CC3)nc3c2c(=O)[nH]c(=O)n3C)s1 | ? | / | -10% | 1% | -14% | -19% | 6%
O=C(Nc1ccccc1C(=O)N1CCCC1)c1ccccc1 | -2% | 1 | -1% | 0% | 0% | 0% | -19%
CCn1c(SC)nc(O)c(C(c2ccc(OC)c(O)c2)c2c(O)nc(SC)n(CC)c2=O)c1=O | -2% | 29 | 0% | 8% | -25% | -6% | -16%
FC(F)(F)c1ccc(CN2C[C@@H]3C(c4ccc(Cl)nc4)C4(c5ccccc5)CC3(C4)[C@H]2c2ccccc2)cc1 (some centres not stated) | -6% | -65* | -8% | 4% | 4% | -2% | -13%
c1ccc(-c2nccc3ccccc23)cc1 | 17% | 30 | / | / | 5% | -2% | /
O=C(Nc1ccc([N+](=O)[O-])cc1)OC1CCS(=O)(=O)C1 (configuration not stated) | / | 101 | / | / | 6% | 4% | /

Continued; it opens with the 4 that closed the last part.
SMILES | HCV inhibitor | HCMV inh | AmpC inh detg | LmPK inhibitor | TbPYK inhibitor | AMA1 RON2 block | AmpC no deterg
CCn1c(SC)nc(O)c(C(c2ccc(OC)c(O)c2)c2c(O)nc(SC)n(CC)c2=O)c1=O | -2% | 29 | 0% | 8% | -25% | -6% | -16%
FC(F)(F)c1ccc(CN2C[C@@H]3C(c4ccc(Cl)nc4)C4(c5ccccc5)CC3(C4)[C@H]2c2ccccc2)cc1 (some centres not stated) | -6% | -65* | -8% | 4% | 4% | -2% | -13%
c1ccc(-c2nccc3ccccc23)cc1 | 17% | 30 | / | / | 5% | -2% | /
O=C(Nc1ccc([N+](=O)[O-])cc1)OC1CCS(=O)(=O)C1 (configuration not stated) | / | 101 | / | / | 6% | 4% | /
COc1ccc(-n2nnnc2SCC(=O)Nc2ccccc2)cc1 | 10% | -8 | -6% | -3% | 2% | -8% | -28%
COc1ccc(N2CCN(C(=O)CSc3nc4[nH]ncc4c(=O)n3-c3ccc(Br)cc3)CC2)cc1 | ? | -63* | -9% | 1% | 0% | -2% | 78%[activator]
CNC(=S)SCCOc1ccccc1C | 39%[activator] | -69* | ? | -4% | -3% | 42%[activator] | -16%
COc1cc(OC)c2c(-c3ccccc3)cc(=O)oc2c1C(CC(=O)N1CCOCC1)c1ccc2c(c1)OCO2 (configuration not stated) | ? | -94* | 6% | 0% | 0% | 16% | 126%[activator]
COC1=CC(=O)OC(CCc2ccc3c(c2)OCO3)C1 (configuration not stated) | 7% | -27 | / | / | 4% | -2% | /
O=C(CCSc1nc(-c2ccco2)cc(C(F)(F)F)n1)N1CCN(c2ccccn2)CC1 | 1% | -8 | -10% | -2% | -13% | 1% | -27%
CC(C)(C)NC(=O)CN(Cc1cccs1)C(=O)CCC(=O)Nc1nccs1 | 9% | ? | -9% | -1% | -4% | 0% | -2%
O=C1c2cccc3cccc(c23)C(=O)N1c1cccc(O)c1 | -7% | ? | -6% | 1% | -5% | -18% | -15%
COC(=O)C1=C(c2ccccc2OCc2ccccc2)C[C@@H]2CC[C@H]1N2C(=O)NCc1cccc(F)c1 | ? | 39 | 6% | / | -10% | -3% | -2%
O=C(CN1CCN(C(c2ccccc2)c2ccccc2)CC1)N1N=CCC1c1ccccc1 (configuration not stated) | ? | -5 | -13% | -4% | 0% | -13% | 63%[activator]
CCOc1ncccc1C(=O)Oc1ccc2c(c1)OCO2 | 17% | -15 | ? | -13% | 0% | -6% | -13%
COCCCNc1ccnc2c(Cl)cccc12 | ? | -9 | -7% | -4% | 0% | 10% | -21%
COc1ccc(CNC(=O)C(=O)NCC(c2ccc3c(c2)OCO3)N2CCOCC2)cc1 (configuration not stated) | / | 33 | 4% | / | -5% | / | /
Cc1ccc(-n2nnnc2SCC(=O)Nc2cc(C)on2)c(C)c1 | 11% | -27 | -4% | -1% | -10% | -11% | -14%
O=C(COC(=O)/C=C/c1ccc(Cl)cc1Cl)Nc1ccc2c(c1)OCCO2 | 18% | -32 | ? | 0% | 3% | 0% | -19%
Cc1nc2c(OCc3ccc(F)c(F)c3)cccn2c1N(C)C(=O)CCC1CCCC1 | / | -19 | / | / | 1% | -12% | /
COc1ccc(C2=NN(CCC(=O)NC3CCCCCC3)C(=O)CC2)cc1 | -3% | 0 | 1% | 1% | -1% | -4% | 31%
O=C(COc1ccc([N+](=O)[O-])cc1)Nc1nc2c(s1)CCCC2 | / | 21 | 0% | / | 1% | / | /
O=C(Nc1ccc2c(c1)OCO2)O[C@@H]1C[C@H]2CCCC(=O)N3CC[C@@H](C1)[C@@H]23 | -1% | ? | -7% | -15% | -5% | -6% | 12%
O=C(CSc1nnc(-c2ccccn2)o1)Nc1ccccc1F | / | 56 | 3% | -9% | -1% | 0% | -13%

Carrying on.
SMILES	HCV inhibitor	HCMV inh	AmpC inh detg	LmPK inhibitor	TbPYK inhibitor	AMA1 RON2 block	AmpC no deterg
CCOC(=O)c1sc2nc(C)nc(SCC(=O)NC3CCS(=O)(=O)C3)c2c1C (configuration not stated)	-4%	-27	2%	2%	-3%	-1%	-3%
CCN1C(=O)[C@H]2[C@@H](c3ccc(C)cc3)N3C(=O)N(c4cccc(F)c4)C(=O)[C@@]3(Cc3ccc(Cl)cc3)[C@H]2C1=O	?	20	-11%	/	0%	2%	77%[activator]
COc1cc(OC)c(Nc2nc3ccc(C(=O)c4ccccc4)cc3n3c(C)nnc23)cc1Cl	/	5	11%	/	3%	/	/
O=C(CN1CCOCC1)c1c[nH]c2ccccc12	17%	52	4%	-10%	-3%	-4%	-12%
CCCc1ccc(C(O)c2ncc(-c3ccc(C)cc3)[nH]2)cc1 (configuration not stated)	/	-23	/	/	-8%	-2%	/
COc1ccc(C)cc1S(=O)(=O)N1CCN(C(=O)c2ncoc2-c2ccc(F)cc2)CC1	?	-5	7%	-2%	3%	0%	66%[activator]
CC(=O)N1CC=C2C(C#N)=C(N)C(C#N)(C#N)C(CCc3ccccc3)C2C1 (configuration not stated)	2%	56	-7%	7%	-8%	-4%	-23%
O=C1CCCN1CCCNc1ncccc1[N+](=O)[O-]	-3%	8	5%	0%	0%	4%	-7%
O=C(Nc1ccc(OC(F)(F)F)cc1)c1ccc(-n2cncn2)nc1	?	-39	-6%	1%	2%	6%	-20%
CC(C)(C)N(C(=O)Cn1nnc(-c2ccc(F)cc2)n1)C(C(=O)NC1CCCC1)c1ccncc1 (configuration not stated)	5%	-34	-4%	3%	-2%	-3%	-17%
COc1ccc(C2CC(=O)Nc3c2c(=O)nc2c(C)cccn32)cc1OC (configuration not stated)	/	3	7%	/	-3%	/	/
CCc1cc(=O)oc2cc(C)cc(OC(C)C(=O)NCCCN3CCCC3=O)c12 (configuration not stated)	-23%	?	2%	0%	-4%	-3%	23%
O=C(NCC(O)c1ccc2ccccc2c1)c1c(F)cccc1F (configuration not stated)	-3%	-1	-5%	-1%	-8%	-12%	-10%
Cc1ccc(C)c(OCC(=O)Nc2cccc(C(=O)O)c2)c1C	6%	66	-3%	2%	/	-19%	-14%
CCOc1cc(N2CCOCC2)c(OCC)cc1NC(=O)COc1cccc(Cl)c1	?	-35	6%	/	-17%	?	-2%
CC1CCN(C(c2ccccc2)c2sc3nc(-c4ccco4)nn3c2O)CC1 (configuration not stated)	/	?	2%	/	-2%	/	/
